SIAH1 antagonists = blockers of Siah-1 interaction with plectin peptide – biochemical, fluorescence polarization, rhodamine-plectin, uHTS, primary screen (AID 1817); displacement, % at 20 µM; hits with a dose series show IC50 in µM; hit rate 0.02% among 290,000; Siah-1 / rhodamine-plectin peptide fluorescence polarization; higher % means a stronger effect;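 active = displacement of at least 50% at 20 µM, with a fluorescence ratio check between 0.3 and a set limit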;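 note: plate controls were Siah plus tracer with DMSO for no effect and tracer alone without Siah for full effect; strong numbers were not always called active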
Large T inhibition = TAg ATPase/helicase activity blockers – biochemical (AID 1903); SV40 large T antigen ATPase/helicase inhibition assay; higher % means a stronger effect; inhibition, % at 20 µM, or IC50 in µM where a hit was titrated; hit rate 0.39% among 310,000; in the data active = a potency from the dose series; note: strong numbers were not always called active
West Nile virus CPE = West Nile virus antiviral activity, cell-based, CPE readout (AID 1621). West Nile virus-infected cells, CPE inhibition; higher % means a stronger effect. one-dose CPE inhibition, % at 10 µM; IC50 in µM for titrated hits. hit rate 0.02% among 290,000; in the data active = a potency from the dose series; note: strong numbers were not always called active
RSV antiviral HEp-2 = RSV antiviral activity via CPE protection, HEp-2 cells, primary 10 µM value included (AID 2391); HEp-2 cells, RSV-induced CPE inhibition; higher % means a stronger effect; CPE inhibition, % at 10 µM; hits with a dose series show IC50 in µM; hit rate 0.13% among 310,000; in the data active = a potency from the dose series; note: strong numbers were not always called active
AID2073 = inhibitors of Mint1-CaV2.2 protein interaction, biochemical, HTRF (AID 2073); inhibition, % at 20 µM; hits with a dose series show IC50 in µM; hit rate 0.19% among 290,000; HTRF protein-protein interaction, Mint1-CaV2.2; higher % means a stronger effect; in the data active = inhibition mostly above about 51%, no sharp cut-off; note: some results filed as inactive read as strong as hits
MgcRacGAP inhibition = MgcRacGAP GTPase-activating activity inhibitors, confirmation, biochemical, ADP Hunter fluorescence | MgcRacGAP-stimulated Rac1 GTP hydrolysis, ADP Hunter fluorescence; higher % means a stronger effect; GST-tagged Rac1 F28L mutant substrate | inhibition, % at 30 µM, or IC50 in µM where a hit was titrated | hit rate 0.6% among 340,000 | AID 624330;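 active = first-screen hits whose inhibition reached a set limit at any dose in the follow-up dose series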;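 note: fluorescence reports GDP produced by GAP-driven GTP hydrolysis; strong numbers were not always called active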
K1F lysis inhibition = inhibition of K1F phage lysis, E. coli UTI89, bacterial capsule biogenesis inhibitors, alamar blue (AID 488966); E. coli UTI89 K1F phage lysis, alamar blue, 2 h; higher % means a stronger effect; one-dose inhibition, % at 100 µM; IC50 in µM for titrated hits; hit rate 0.02% among 340,000;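 active = phage lysis inhibition, versus mean bacterial control, above a set limit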;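 note: capsule biogenesis inhibitors block K1F phage lysis so surviving cells raise fluorescence; higher fluorescence means more inhibition of phage lysis; actives were called in the ten point dose series up to 300 µM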
NTR1 agonist = agonists of NTR1, primary screen, imaging, U2OS cells, beta-arrestin-GFP, high content (AID 493036). activation, % at 20 µM. P30989. hit rate 0.17% among 330,000. NTR1-U2OS beta-arrestin-GFP spot imaging, agonist mode;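 active = activation at or above 40% of the spot to cytoplasm intensity ratio, with at least 20 cells analyzed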;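 note: 0% = DMSO without peptide and 100% = 100 nM NTR1 peptide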
Target sequence (P30989 whole entry, looked up): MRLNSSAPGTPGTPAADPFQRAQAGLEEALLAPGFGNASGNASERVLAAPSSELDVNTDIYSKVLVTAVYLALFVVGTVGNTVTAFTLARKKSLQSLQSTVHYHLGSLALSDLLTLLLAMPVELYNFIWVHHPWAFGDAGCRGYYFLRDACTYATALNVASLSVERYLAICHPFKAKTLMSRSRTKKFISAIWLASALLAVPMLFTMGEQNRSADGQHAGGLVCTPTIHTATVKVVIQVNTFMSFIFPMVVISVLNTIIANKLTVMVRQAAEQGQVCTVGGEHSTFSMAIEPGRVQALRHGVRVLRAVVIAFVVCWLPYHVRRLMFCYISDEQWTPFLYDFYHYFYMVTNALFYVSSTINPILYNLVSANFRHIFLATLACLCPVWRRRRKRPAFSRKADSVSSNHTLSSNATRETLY
Dengue-2 NS5 capping = flavivirus cap methylation enzyme inhibition – biochemical, confirmation dose response, primary screen (AID 588689); hit rate 0.3% among 340,000; Dengue-2 NS5 methyltransferase capping enzyme assay, biochemical; higher % means a stronger effect; inhibition, % at 25 µM, or IC50 in µM where a hit was titrated; in the data active = a potency from the dose series
NTR1 agonist cell count 20 µM = further read-out of NTR1 agonist, marked with its call; cell count; measured here: cell count, cytotoxicity flag
Dengue-2 NS5 capping pilot replicate = recorded beside Dengue-2 NS5 capping, whose call it bears; inhibition, %; measured here: pilot screen replicate inhibition
* = called active by the depositor; i = inactive; . = not tested or not shown; [ ] = remark or other dose.

SMILES | SIAH1 antagonists | Large T inhibition | West Nile virus CPE | RSV antiviral HEp-2 | AID2073 | MgcRacGAP inhibition | K1F lysis inhibition | NTR1 agonist | NTR1 agonist cell count 20 µM | Dengue-2 NS5 capping | others
O=C(CSc1ccc(Cl)cc1)Nc1cccc(-c2nc3ccccc3[nH]2)c1 | 7% | -1% | -0.1% | 0.1% | 2.8µM* | -3% | -0.8%[50 µM] | 1.0 | 51 | -7%
Cc1cc(C)n(C)c(=O)c1C#N | 2% | 5% | 0.2% | 0.5% | -2% | 2% | 2.2% | -0.8 | 66 | -4%
O=C(OCn1nnc2ccccc2c1=O)c1ccc2ccccc2n1 | 2% | 10% | -0.1% | . | -10% | 6% | 1.0% | . | . | 0%
CC(C)N1CCC(N2CCN(Cc3ccc4nsnc4c3)CC2CCO)CC1 (stereo not drawn) | -1% | 4% | -0.6% | -0.6% | -3% | -6% | -0.1% | 0.3 | 40 | 8%
COCCNC(=O)c1ccccc1NC(=O)COc1ccccc1 | -1% | 4% | -0.1% | 2.6% | -1% | 11% | 0.0% | 3.3 | 80 | -2% | Dengue-2 NS5 capping pilot replicate=-3.0
COc1ccccc1N(C(=O)c1snc(C(N)=O)c1N)C(C(=O)NC1CCCCC1)c1cccc(OC)c1OC (stereo not drawn) | -4% | 0% | -0.5% | 11% | 16% | 7% | -0.8% | 1.8 | 40 | -1%
CN(CC(=O)Nc1ccc(F)cc1)C(=O)Cn1nnc(-c2ccccc2)n1 | -5% | 24% | -0.1% | 0.9% | 12% | 8% | 1.6%[50 µM] | 0.6 | 50 | -7%
O=C(CS(=O)(=O)Cc1ccccc1)Nc1ccccc1Cl | 4% | 2% | -0.4% | 1.5% | -1% | 0% | -0.1% | -1.1 | 90 | -3%
CCOCCCNC(=O)c1ccc(-n2c(=S)[nH]c3ccccc3c2=O)cc1 | -5% | 5% | -0.4% | 2.7% | -23% | 2% | -0.2% | 1.3 | 62 | 2%
CCOC(=O)c1c(C)[nH]c(C(=O)N/N=C/c2cccc(OC)c2)c1C | 1% | 16% | . | 1.7% | 5% | 4% | 4.0% | 4.0 | 41 | -4%
CCCCC(=O)Nc1nnc(C2=COCCO2)o1 | 0% | 0% | 0.0% | 5.7% | -5% | 2% | 0.1% | 1.1 | 62 | -9%
CCOC(=O)Oc1c(OC)cc(C(=O)O[C@@H]2C[C@@H]3CN4CCc5c([nH]c6cc(OC)ccc56)[C@H]4C[C@@H]3[C@H](C(=O)OC)[C@H]2OC)cc1OC | . | 22% | . | 10% | . | 6% | i | 3.5 | 58 | -7%
CC1(CCc2ccccc2)NC(=O)N(CC(=O)Nc2ccccc2)C1=O (stereo not drawn) | 1% | 1% | -0.2% | 0.0% | 37% | 5% | 0.3% | 0.7 | 46 | 9%
COC(=O)CP(=O)(c1ccccc1)c1ccccc1 | 0% | 5% | 0.1% | 4.6% | 1% | 15% | 0.5% | -0.6 | 58 | -5%
COc1ccc(CNC(=O)CN(C)S(=O)(=O)c2ccc(Br)s2)cc1 | 3% | 24% | -1.0% | 1.7% | -7% | 7% | 0.0% | 0.3 | 51 | -9%
CCN(C[C@H]1N[C@@](CC)(C(=O)OC)[C@H]2C(=O)N(C)C(=O)[C@@H]12)S(=O)(=O)c1ccc(C(C)(C)C)cc1 | . | . | . | . | . | 2% | 0.4% | -0.1 | 60 | 0% | Dengue-2 NS5 capping pilot replicate=-0.6
COC(=O)CCN(C(=O)c1ccc2c(c1)OCO2)c1ccccn1 | 2% | 16% | 0.9% | 0.3% | 3% | 9% | 0.5% | -1.2 | 48 | -3%
CCn1cnc2cc(NCc3nc4ccccc4n3C)ccc21 | -2% | 21% | 0.1% | 0.1% | 1% | 11% | 2.8% | -0.8 | 47 | -5%
COc1cccc(/C=N/NC(=O)c2cc3c(OC)cccc3[nH]2)c1O | 2% | -4% | -0.6% | -1.1% | 27% | 3% | 2.2% | 0.2 | 53 | -12%
O=C(Nc1c(C(=O)C2CC2)oc2ccccc12)c1ccc(Cl)cc1 | 7% | 24% | 0.3% | 2.5% | 5% | -3% | 1.5% | 4.7 | 48 | 1%
CCCCOc1ccc(C2CC(=O)N(C)C2=O)cc1 (stereo not drawn) | -4% | -1% | 0.9% | 0.0% | 2% | -3% | -0.1% | 2.3 | 38 | 3%
Cn1c(=O)[nH]c(=O)c2c1nc(Sc1nc3ccccc3s1)n2Cc1ccccc1 | 6% | 0% | 0.8% | 3.9% | -8% | 10% | 0.1% | 0.4 | 33 | -6%
COc1ccc(CNS(=O)(=O)c2cccc(S(=O)(=O)N3CCOCC3)c2)cc1 | 0% | 9% | -1.1% | 0.8% | 0% | 4% | 4.6% | -1.1 | 49 | -1%
O=c1cc(COc2ncnc3ccccc23)nc2sccn12 | 14% | 10% | 0.3% | 2.2% | 21% | -1% | 0.3% | -0.7 | 65 | -7%
Cc1ccc(S(=O)(=O)N2CC(O)C[C@H]2C(=O)OCC(=O)Nc2ccc(N3CCOCC3)cc2)cc1C (stereo partly drawn) | . | . | . | . | . | 0% | 1.4%[50 µM] | 0.2 | 69 | 4%
Cc1cc(C)c(S(=O)(=O)N2CCCC2=O)cc1N(C)S(C)(=O)=O | -4% | 11% | -0.2% | 1.1% | 3% | 6% | 0.2% | 0.6 | 65 | -5%
O=C(O)CCCNC(=O)/C=C/c1ccco1 | -3% | 0% | 0.9% | 0.5% | 17µM* | 151µM* | 0.1% | 0.9 | 31 | >100µM*
COCCn1c(SCc2ccccc2Cl)nc2c1c(=O)[nH]c(=O)n2C | 0% | 14% | 0.0% | 6.7% | -17% | 6% | 2.1%[50 µM] | 1.7 | 51 | -13%
Nc1n[nH]c(-c2ccccc2)n1 | 3% | 4% | 0.3% | 0.7% | -6% | 6% | 0.2% | 2.8 | 83 | -7%
CN1/C(=C\C(=O)Nc2cccnc2)c2ccccc2CC1(C)C | 2% | -2% | . | 0.2% | -12% | 3% | 0.3% | -0.5 | 62 | -2%
OC1CCN(Cc2cccc(Oc3ccccc3)c2)CC1 | -3% | 12% | -0.4% | -1.1% | 2% | 3% | 0.1% | -3.7 | 80 | -6%
CCc1nnc(NC(=O)c2cccnc2SC)s1 | -3% | 21% | 0.2% | 0.4% | -3% | -2% | 0.3% | 1.8 | 33 | -9%
Oc1[nH]c2ccccc2c1N=Nc1cccc(Cl)c1 | -1% | -24% | -0.6% | 0.3% | 16% | 3% | 0.2% | 25 | 81 | 10%
CN(CC(=O)NCC1CCCCC1)CC(=O)Nc1ccc(F)cc1 | . | . | . | -0.5% | . | 3% | 0.9%[50 µM] | 0.0 | 95 | 0%
CCCn1c(SCC(=O)c2cc(OC)ccc2OC)nnc1-c1ccco1 | -2% | 0% | 0.1% | 1.5% | -8% | 13% | 7.5% | 2.5 | 65 | -2%
COc1cccc(C(=O)NCCSc2ccc(F)cc2)c1 | 0% | 4% | 0.2% | -2.0% | 1% | 5% | 5.0% | -1.4 | 73 | -3%
COC(=O)c1cc(CSc2nc3ccccc3c(=O)n2C)oc1C | -4% | 12% | 0.4% | 0.7% | -11% | 7% | 0.3% | 2.8 | 42 | -10%
CC(=O)N1CCC(N2CCN(c3ccccc3F)CC2)CC1 | 3% | 1% | -0.2% | -2.2% | 6% | 8% | 0.7% | 1.8 | 81 | 6%
CN1CCN(S(=O)(=O)c2ccc(NC(=S)NC(=O)C3CC3)cc2)CC1 | 5% | 7% | -0.1% | 2.4% | -7% | 5% | 1.5% | 2.0 | 42 | 1%
O=c1[nH]c2cc(S(=O)(=O)CCO)ccc2o1 | 6% | 24% | 0.8% | 1.6% | 27% | 11% | 0.0% | 0.7 | 69 | -7%

Six compounds already listed, arranged by molar mass, lowest first:
SMILES | SIAH1 antagonists | Large T inhibition | West Nile virus CPE | RSV antiviral HEp-2 | AID2073 | MgcRacGAP inhibition | K1F lysis inhibition | NTR1 agonist | NTR1 agonist cell count 20 µM | Dengue-2 NS5 capping | others
O=c1[nH]c2cc(S(=O)(=O)CCO)ccc2o1 | 6% | 24% | 0.8% | 1.6% | 27% | 11% | 0.0% | 0.7 | 69 | -7%
Oc1[nH]c2ccccc2c1N=Nc1cccc(Cl)c1 | -1% | -24% | -0.6% | 0.3% | 16% | 3% | 0.2% | 25 | 81 | 10%
CCc1nnc(NC(=O)c2cccnc2SC)s1 | -3% | 21% | 0.2% | 0.4% | -3% | -2% | 0.3% | 1.8 | 33 | -9%
COc1cccc(C(=O)NCCSc2ccc(F)cc2)c1 | 0% | 4% | 0.2% | -2.0% | 1% | 5% | 5.0% | -1.4 | 73 | -3%
CN(CC(=O)NCC1CCCCC1)CC(=O)Nc1ccc(F)cc1 | . | . | . | -0.5% | . | 3% | 0.9%[50 µM] | 0.0 | 95 | 0%
COC(=O)c1cc(CSc2nc3ccccc3c(=O)n2C)oc1C | -4% | 12% | 0.4% | 0.7% | -11% | 7% | 0.3% | 2.8 | 42 | -10%

(cont.)
SMILES | SIAH1 antagonists | Large T inhibition | West Nile virus CPE | RSV antiviral HEp-2 | AID2073 | MgcRacGAP inhibition | K1F lysis inhibition | NTR1 agonist | NTR1 agonist cell count 20 µM | Dengue-2 NS5 capping | others
O=C(CN1CCOCC1)Nc1cc([N+](=O)[O-])ccc1Cl | 13% | 7% | -0.5% | 0.9% | -3% | 8% | 0.4% | 1.3 | 63 | -4%
Cc1ccc2c(CN3CCN(Cc4ccc5c(c4)OCO5)CC3)cc(=O)oc2c1C | -7% | -3% | -1.1% | 13% | 1% | -1% | 0.5% | 1.1 | 41 | 1%
CCc1nnc(NC(=O)CSc2nc(-c3ccccc3)c(-c3ccccc3)o2)s1 | 2% | 4% | -0.9% | 1.1% | 2% | 8% | -8.1% | -1.3 | 52 | -9%
CC(C)CN(C(=O)COC(=O)c1ccc2c(c1)OCO2)c1c(N)n(Cc2ccccc2)c(=O)[nH]c1=O | . | 1% | . | -2.0% | . | 1% | 1.0%[50 µM] | -0.3 | 47 | 1%
O=C(Nc1cccc2c1CCCC2)c1ccc(Cl)c([N+](=O)[O-])c1 | 8% | 27% | -1.1% | 0.9% | 2% | 5% | 1.4%[50 µM] | 7.6 | 47 | -6%
O=S(=O)(NC(=NCc1ccccc1)c1ccc(F)cc1)c1ccc(Cl)cc1 | -2% | 3% | -0.5% | 1.6% | 0% | 12% | 0.2% | 0.9 | 53 | -10%
Cc1ccc(-c2nnn(CC(=O)N(CC(=O)NC3CCCCC3)c3ccccc3F)n2)o1 | -2% | . | 0.0% | . | 8% | 6% | 0.1% | -0.2 | 52 | -6%
COCCC(=O)N1CCc2ccc(NC(=O)c3ccc(C(F)(F)F)cc3)cc2C1 | 1% | 8% | -1.3% | 2.8% | 8% | 7% | -0.4% | 1.4 | 63 | -6% | Dengue-2 NS5 capping pilot replicate=3.9
CCOc1ccc2ncc(C(=O)c3ccc(OC)cc3)c(N3CCN(CC)CC3)c2c1 | 2% | 6% | -0.5% | -0.6% | -12% | -16% | 4.3% | 0.8 | 37 | -1%
CC(C)(C)OC(=O)NNC(=O)NC12CC3CC(CC(C3)C1)C2 | -5% | 15% | -0.1% | 2.6% | -7% | 3% | 0.6% | 0.3 | 38 | -10%

Screening data from PubChem.

Random draw from the library. About 1.6% of those tested had a hit in this group.
